# Source: PubChem (National Center for Advancing Translational Sciences (NCATS))
# ATXN2 expr inh: ATXN2 expression inhibition; HEK-293 ATXN2-luciferase reporter, luminescence, 24 h; Potency, µM (titrated, usually from 57 µM), for inactives: at the highest dose activity change, negative = inhibition, hits mostly inhibitors; actives 0.72% (n = 360,000); AID 1745845; further: potency means the concentration at half of the fitted maximal effect; on the % scale 0 is the no-effect control and ±100 the full control effect; nearly all actives have a fitted effect of over 55% in size
#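 ATXN2-luciferase reporter cells (luciferase flanked by upstream and downstream ATXN2 gene portions) were treated 24 h at 37 °C with compounds at up to 57 uM. SteadyGlo luminescence gave expression; GF-AFC fluorescence gave viability.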
# S2 tox: cell viability loss in ATXN counter-screen. actives 0.49% (n = 400,000). Potency, µM (series often up to 56.7 µM), usual class: cytotoxic. AID 651635. S2 cells (HEK-293 line with an ATXN2-luciferase reporter) viability, CellTiter-Fluor protease fluorescence, 24 h; further: potency means the concentration at half of the fitted maximal effect; nearly all actives have a fitted effect of over 40% in size
# KB-3-1 tox: KB-3-1 parental cell cytotoxicity | KB-3-1 viability, CellTiter-Glo ATP luminescence, 72 h | Potency, µM (highest dose often 46.1 µM), without a hit: top-dose activity change, negative = cytotoxic, actives largely listed as cytotoxic | actives 1.4% (n = 400,000) | AID 1347075; further: potency means the concentration at half of the fitted maximal effect; on the % scale 0 is the no-effect control and ±100 the full control effect; nearly all actives have a fitted effect of over 60% in size
#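 Using CellTiter-Glo luminescence, growth of non-resistant KB-3-1 adenocarcinoma cells is assessed 72 h after pin-tool compound addition at 37 °C. Normalized responses across the concentration series yield fitted curves.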
# SW480 rereplic: induces DNA re-replication in SW480 colon adenocarcinoma cells; SW480 DNA re-replication, Hoechst DNA content imaging, 48 h; actives 1.8% (n = 340,000); Potency, µM (highest dose often 46.1 µM), for inactives: at the highest dose re-replication activation, most hits filed as activators; further: potency means the concentration at half of the fitted maximal effect; % of control where 0% means no effect; nearly all actives have a fitted effect of over 55% in size
#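 Image-based read-out: total Hoechst fluorescence of nuclei (405 nm excitation, 500-530 nm emission), with hits raising the fraction of high-intensity nuclei. SW480 colon cells incubated 48 hr with compounds at 37 C.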
# HT1080-NT tox: kills 2HG-producing HT-1080-NT fibrosarcoma cells; HT-1080-NT fibrosarcoma viability, CellTiter-Glo ATP luminescence, 48 h; Potency, µM (highest dose often 46.1 µM), for the others: top-dose activity, negative = less viability, hits mostly cytotoxic; actives 1.6% (n = 360,000); AID 686970;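 further: NT is the 2HG producing partner of a matched IDH1 knockdown line; potency means the concentration at half of the fitted maximal effect; 0% = DMSO-treated cells and -100% = media-only wells without cells; nearly all actives have a fitted effect of over 55% in size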
#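 Read-out is CellTiter-Glo luminescence after 10 minutes at room temperature, following 48 hours' compound treatment of HT-1080-NT cells (750 cells/well, RPMI, 5% FBS, 37 degrees C).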
# HT1080 IDH1KD tx: kills HT-1080 cells with IDH1 knockdown; HT-1080 IDH1 knockdown viability, ATP luminescence, 48 h; Potency, µM (top dose mostly 46.1 µM), for inactives: at the top dose activity, negative = toxicity, actives largely listed as cytotoxic; actives 2% (n = 360,000); AID 686971;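 further: potency means the concentration at half of the fitted maximal effect; 0% = DMSO wells and -100% = cell-free medium wells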
#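 Viability of IDH1-knockdown HT-1080 fibrosarcoma cells was assessed by CellTiter-Glo after 48 h at 37 °C with titrated compound; concentration-effect curves were classified by fit quality and response size.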
# IL1B secr inh: inhibitors of inflammasome signaling (IL-1 beta secretion) | THP-1 LPS/ATP IL-1B secretion, AlphaLISA, 16 h; hits give low values | activity change, % at 57.5 µM | actives 4.7% (n = 360,000) | AID 743279; in the data active means activity change below about -50%; inconclusive means mostly about -30% to -49%; further: on the % scale 0 is the no-effect control and ±100 the full control effect
#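 THP-1 cells pretreated 1 hr with compounds (up to 57.5 uM final), then stimulated with LPS (250 ng/mL final) plus ATP (1.25 mM final); secreted IL-1B measured by AlphaLISA after 16 hr, decreased signal indicating inhibition.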
# KB-V1 cytotox: kills drug-selected multidrug resistant KB-V1 cells | KB-V1 MDR cells viability, CellTiter-Glo, 72 h | Potency, µM (top dose mostly 46.1 µM), for the others: at the highest dose activity change, negative = cytotoxicity, most hits filed as cytotoxic | actives 3.4% (n = 400,000) | AID 1347076; further: potency means the concentration at half of the fitted maximal effect; on the % scale 0 is the no-effect control and ±100 the full control effect; nearly all actives have a fitted effect of over 60% in size
#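 In this primary screen, KB-V1 cells overexpressing P-gp are incubated with library compounds (lowest to highest concentration) for 72 h at 37 degrees C before a luminescent ATP viability read.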
# MCF10A rerep: inducers of DNA re-replication in MCF 10A breast cells; MCF 10A DNA re-replication, Hoechst nuclear intensity, 48 h; Potency, µM (titrated, usually from 46.1 µM), for inactives: top-dose activity, positive = re-replication, usual class: activators; AID 624296; actives 2.9% (n = 350,000); further: potency means the concentration at half of the fitted maximal effect; % of control where 0% means no effect; nearly all actives have a fitted effect of over 50% in size
# An asterisk follows results filed as active; i = inactive; ? = inconclusive; nt = no result given; & = joins results of further samples; [ ] = remark or other dose. Unless noted, the call rests on the fitted dose curve; in most records, active means well fitted curve in the direction sought with a large enough effect; inconclusive means small, poorly fitted or top-dose-only effect, or another doubt; inactive means no such curve, though single readings can be large; an effect the other way counts as inactive or inconclusive. No enrichment for hits, and some 11% of all compounds hit somewhere here.
SMILES,ATXN2 expr inh,S2 tox,KB-3-1 tox,SW480 rereplic,HT1080-NT tox,HT1080 IDH1KD tx,IL1B secr inh,KB-V1 cytotox,MCF10A rerep
O=C(Nc1ccc(-c2cn3ccccc3n2)cc1)c1cccs1,?,i,-29%,?,-29%,?,-93*,?,?
Cc1nn(CC(=O)N2CCN(c3cccc(C(F)(F)F)c3)CC2)c(=O)c2cccn12,-16%,i,-7%&1%,16%,-10%,-6%,-5,-9%&-2%,3%
CCC1COCCS(=O)(=O)N1Cc1ccc(Cl)cc1 (configuration not stated),1%,i,6%&-1%,-4%,15%,2%,10,?,-1%
COc1ccc(CNC(=O)OCc2nccnc2C(=O)Nc2ccc(Br)cn2)cc1,8%,i,4%,17%,16%,14%,-23,5%,5%
CC(=O)Nc1c(Br)cc(N2C(=O)CCC2=O)cc1Br,12%,i,-3%,0%,18%,13%,16,1%,0%
COc1cccc(NC(=O)CCS(=O)(=O)c2cc3c(cc2Cl)NC(=O)CO3)c1,-1%,i,5%,-4%,4%,3%,1,?,-7%
Cc1ccc(NC(=S)NCc2cccn2C)cc1,1%,i,-2%,21µM*,?,?,-14,?,26%
COc1cc(C=O)ccc1OCc1ccc(Cl)nc1,2%,i,7%,-8%,9%,16%,-10,10%,7%
COc1ccc(C2/C=C\CN(C(=O)Nc3ccccc3-c3ccccc3)CC(=O)N2Cc2ccc(F)cc2)cc1 (configuration not stated),-20%,?,-19%,?,-15%,-20%,-22,?,?
CNC(=O)c1cnc(-c2ccccc2)nc1-c1ccccc1,4%,i,8%,-5%,17%,21%,-1,10%,-6%
O=C(CN1CCOCC1)Nc1ncc(Br)cc1Br,-2%,i,5%,5%,10%,11%,4,-11%,4%
CN1CCN(c2ccc(-c3cccc(NC(=O)COc4ccc(Cl)cc4)c3)nn2)CC1,-12%,?,?,-5%,0%,-12%,-70*,0%,?
CC(=O)c1c(C)[nH]c(C(=O)NC2CCCCC2)c1C,9%,i,21%,-5%[9.22 µM],9%,2%,25,-10%,-11%
Cc1oc2c(cc(NS(=O)(=O)c3cccs3)c3ccccc32)c1C(=O)OC(C)C,1%,i,-5%,0%,0%,-15%,20,-4%,13µM*
CN1C(=O)c2ccc(C(=O)NCc3ccccn3)cc2C1=O,1%,i,9%,?,3%,7%,42,13%,-1%
O=C1Nc2ccccc2C1=Nc1ccc(-c2nnc3n2CCCCC3)cc1,-7%&-9%,?,29%&6%,-7%&1%,13%&10%,7%&0%,-1&4,-4%&16%,-66%&7%[inhibitor]
C=CCn1c(SCC(=O)c2[nH]c(C)c(C(=O)OCC)c2C)nc2scc(-c3ccc(OC)cc3)c2c1=O,?,?,4.6µM*,?,-20%,-18%,45,?,?
CCOC(=O)c1ccc(S(=O)(=O)N2CCN(Cc3cc4c(cc3O)OCO4)CC2)cc1,5%,i,2%,-5%,-4%,-23%,-1,-19%,2%
CCN(C(=O)c1c(N)cnn1C)c1ccccc1,-2%,i,-7%,-5%,4%,9%,18,1%,4%
CCn1cc(C(=O)NCc2ccc(F)cc2)c(=O)c2cc(S(=O)(=O)N(C)C)ccc21,-3%,i,-4%,nt,nt,nt,nt,-19%,nt
Cc1cc(C)c(S(=O)(=O)N2CCC(C(=O)NCc3ccco3)CC2)c(C)c1,nt,nt,-2%,-3%,-1%,1%,-28,-15%,-4%
Cc1ccc(Cl)cc1N1CCN(C(c2cccnc2)c2nnnn2C2CCCCC2)CC1 (configuration not stated),?,i,9%,-1%,12%,-5%,-53*,0%,5%
O=C(Nc1ccc(Cl)cc1)Nc1ccc(N2CCOCC2)cc1,4%,i,-2%,-6%,-1%,-9%,111,-3%,2%
CC(=O)N1c2ccc(S(=O)(=O)NCCC(=O)NC3CCCC(C)C3C)cc2CC1C (configuration not stated),-3%,i,0%,-29%,-1%,-1%,-52*,-11%,-3%
COCCCNC(=O)CC1C(=O)N(Cc2ccccc2)C(C)c2nc3ccccc3n21 (configuration not stated),2%,i,0%,-4%,3%,9%,17,12%,-4%
CCOC(=O)N1CCN(C(=O)CSc2nnc3[nH]c(=O)c(C)c(C)n23)CC1,12%,i,0%,-9%,10%,3%,2,7%,-6%
CCOC(=O)C1CCN(C(=O)c2ccccc2NC(=O)c2ccc(Cl)cc2)CC1,-4%,i,0%,-1%,4%,-2%,33,-9%,13%
CC(=O)N1CCC(N(C(=O)Nc2c(F)cccc2F)C(C)C)CC1,-2%,i,7%,-16%,0%,-9%,-6,0%,15%
CCOC(=O)c1ccc(COC(=O)c2cc3ccccc3oc2=O)o1,35%,i,3%,-4%,8%,10%,1,16%,-3%
CCCCn1c(N)c(N(CCOC)C(=O)CSc2nnc(-c3ccc(F)cc3)n2N)c(=O)[nH]c1=O,4%,?,7%,-4%,2%,15%,9,0%,-2%
CC1CC(C)CN(C(=O)C(NS(=O)(=O)c2ccc3c(c2)oc(=O)n3C)C(C)C)C1 (configuration not stated),-6%,i,-8%,9%,-1%,-1%,4,-3%,?
O=C(O)c1ccc2c(c1)C(=O)N(c1ccccc1-c1ccccc1)C2=O,-17%,i,-5%,-9%,22%,20%,29,-22%,-4%
COCCNC(=O)C1(C)Cc2c(-c3cccc(C(N)=O)c3)ccnc2O1 (configuration not stated),14%,i,-8%,nt,12%,2%,72,-4%,nt
COc1ccccc1N1C(=O)CC(Sc2nccc(C)n2)C1=O (configuration not stated),3%,i,0%,0%,-2%,0%,-3,3%,-2%
COc1ccc(NS(=O)(=O)c2cccc(NC(=O)CCC(=O)c3cccs3)c2)cc1,6%,?,3%,-5%,3%,4%,23,1%,20%
Fc1ccc(C2=NC(c3cccc(C(F)(F)F)c3)=Nc3ccccc3N2)cc1,-34%,?,-12%,nt,nt,nt,nt,-8%,nt
COc1ccc2[nH]c(C(=O)O)c(NS(=O)(=O)c3ccc(OC)c(OC)c3)c2c1,-8%,i,11%,-6%,8%,-1%,34,-1%,0%
COc1ccccc1NC(=O)CSc1nnc(C)n1Cc1ccccc1,5%,i,14%,-4%,4%,5%[9.24 µM],-4,-14%,12%
COc1ccc(C2=NOC(C)(c3nnc(-c4ccncc4)o3)C2)cc1 (configuration not stated),3%,i,12%,-13%,3%,2%,7,86%,6%
NS(=O)(=O)c1ccc(N/N=C/c2ccccn2)c([N+](=O)[O-])c1,nt,?,-12%,-3%,-2%,8%,-5,2%,?
Cc1ccc(NC(=O)C2CCN(S(=O)(=O)c3cccc4nonc34)CC2)cc1,6%,i,-4%,-19%,-7%,1%,2,0%,0%
CCCC1(C)SC(NC(C)=O)=NN1C(C)=O (configuration not stated),13%,i,2%,-5%,2%,0%,1,6%,0%
O=C(Nc1ccc(F)cc1F)c1ccccc1-c1ccccc1,7%,i,0%,3%,-1%,0%,2,-14%,8%
Cc1ccc(C(=O)NCCSc2ccc(Cl)cc2)cc1[N+](=O)[O-],-11%,i,-1%,-4%,-8%,-7%,-20,-2%,-8%
O=C(CNc1ccc(C(F)(F)F)cc1[N+](=O)[O-])OCC(=O)c1ccccc1,-2%,i,7%,-1%,7%,9%,12,2%,1%
O=C(CCC(=O)c1ccc(Cl)cc1)OCc1nc2ccsc2c(=O)[nH]1,6%,i,-3%,-8%,1%,-5%,16,23%,11%
O=C(Nc1c(C(=O)O)oc2ccccc12)c1ccc(C(F)(F)F)cc1,1%,i,0%,nt,nt,nt,nt,26%,nt
S=C(NCCCn1ccnc1)Nc1ccc(Cl)cc1Cl,-6%,i,5%,-33%[inhibitor],4%,-4%,0,?,-4%
Cc1cccc(N2CCN(C(=O)c3ccc4c(c3)OCCO4)CC2)c1C,-23%,i,-10%,18%,0%,-15%,-10,?,16%
Cc1cccc(N(O)C(=O)Nc2cccc(Cl)c2)c1,17%,i,-3%,-3%[9.22 µM],8%,2%,?,0%,-2%
O=C(O)c1cc(S(=O)(=O)Nc2ccc3cn[nH]c3c2)ccc1Cl,nt,i,0%,-1%,-2%,2%,12,0%,-9%
CCCOc1c(Br)cc(C(=O)NCC)cc1OC,-18%,i,-9%,-6%,4%,-9%,-2,1%,-2%
CN1C(=O)c2ccccc2Sc2ccc(NC(=O)N3CCCC3)cc21,-1%,i,-8%,-3%,-24%,-12%,-15,-21%,?
CC(CCN1C(N(C)C)=NC[C@@H]1C)c1ccccc1 (some centres not stated),-13%,i,-3%,-7%,-3%,-3%,-2,?,?
O=C(NCc1ccccc1)Nc1cccn(Cc2ccccc2F)c1=O,42%[activator],i,5%,10%,-12%,-2%,0,10µM*,7%
N#C/C(=C\c1ccc([N+](=O)[O-])o1)c1nc2ccccc2[nH]1,13µM*,i,13µM*,?,5.8µM*,5.8µM*,-101*,-20%,3.7µM*
Cc1cccc(C)c1OCC(=O)Nc1cccc(-c2nnc(-c3ccccc3)o2)c1,9%,i,?,2%,-3%,-9%,-3,?,?
COc1ccc(N2C(=O)C(CC(=O)O)S/C2=N\N=C\c2cccs2)cc1 (configuration not stated),-8%,i,-1%,-4%,18%,18%,-2,16%,3%
Cc1ccc(S(=O)(=O)N2[C@H](CC(=O)c3cccs3)OC[C@@H]2C(C)C)cc1,nt,nt,18µM*,nt,?,?,30,18µM*,nt
O=C(Cc1ccc2c(c1)OCCO2)Nc1cc(C(F)(F)F)ccc1N1CCOCC1,-27%,?,8%,0%,-5%,4%,?,-2%,?
